GLP1R cytotox: qHTS of GLP-1 Receptor Inverse Agonists: Cytotox Screen; AID 624418, 2012; HEK293 cAMP-luciferase reporter cells, luminescence, 24 h; Potency, µM (titrated, usually from 38.3 µM), without a hit: top-dose activity change, negative = inhibition, actives largely listed as inhibitors; actives 0.13% (n = 410,000);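 also: loss of luciferase light is scored as toxicity; potency is read from the fitted curve at half-maximal effect; % is scaled to controls: 0 for no effect and ±100 for the full control effect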
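Luminescence readout: signal drop marks cytotoxicity. Plated cells grew 12 h at 37 °C, 5% CO2, received 23 nL compound for 24 h, then got luciferase reagent, read after 12 min at RT.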
Akt phos inh: HTS Assay for Inhibitors of Akt Phophorylation: Primary Screen; actives 0.32% (n = 360,000); activity change, % for hits at 50 µM; AID 651550, 2012; Neuro2A IGF-stimulated pAkt S473 HTRF, 20 min; active compounds read low; in the data active = activity change below about -80%; inconclusive = mostly about -51% to -80%; also: % is scaled to controls: 0 for no effect and ±100 for the full control effect
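Neuro2A cells in DMEM with 0.5% FBS, overnight at 37 deg C, given compound at single 50 µM final, then IGF (6 nM final) for 20 min at 37 deg C. Lysed; phospho-Akt Ser473 by HTRF after 24 h, 665/615 ratio.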
aSyn yeast inh: qHTS of alpha-syn Inhibitors; Yeast expressing alpha-synuclein, growth rescue, BacTiter-Glo, 24 h; Potency, µM (titrated, usually from 46.1 µM), inactives show top-dose growth rescue (activation), usual class: activators; actives 0.14% (n = 370,000); AID 652106, 2013; also: potency is read from the fitted curve at half-maximal effect; % of control where 0% means no effect; nearly all actives have a fitted effect of over 65% in size
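Screening used galactose-induced yeast with toxic alpha-synuclein levels, exposed to compound for 24 hr at 30 deg C. Cell growth, read with BacTiter-Glo luminescence, gave the measured signal.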
Abeta yeast res: qHTS for compounds that reverse cellular toxicity of Amyloid beta (A-beta) peptide in yeast: Primary Screen. yeast expressing A-beta42, growth rescue, OD600, 48 h; response scale: 0% DMSO, 100% iron-clioquinol control. Potency, µM (top dose mostly 46.1 µM), for inactives: at the highest dose growth rescue, hits mostly activators. actives 0.063% (n = 410,000). AID 1347071, 2019; also: potency is read from the fitted curve at half-maximal effect; nearly all actives have a fitted effect of over 55% in size
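Growth rescue measured by 600 nm absorbance after 48 h yeast culture at 30 C with compound. Values normalized between DMSO and an equimolar ferric chloride plus clioquinol control.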
FUS suppressor: qHTS for Suppressors of FUS Proteinopathy: Primary screen using FUS-linked yeast assay | actives 0.24% (n = 390,000) | S. cerevisiae FUS-expressing, growth rescue, OD600, 24 h | AID 1347120, 2019 | Potency, µM (titrated, usually from 76.6 µM), for inactives: at the highest dose growth rescue (activation), hits mostly activators;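 also: potency is read from the fitted curve at half-maximal effect; plate controls were DMSO vehicle for no effect and reference control for full effect; nearly all actives have a fitted effect of over 55% in size; some results filed as inactive show a strong effect at the top dose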
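S. cerevisiae expressing FUS from galactose induction served as the toxicity model. Growth after 24hr at 30C, read as absorbance at 600 nm, indicates suppression of toxicity; compounds dosed at several concentrations.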
GLP-1R inv ag: qHTS of GLP-1 Receptor Inverse Agonists (Inhibition Mode) | Glucagon-like peptide 1 receptor (Homo sapiens), P43220 | HEK293 GLP-1R CRE-luciferase, luminescence, 24 h; GLP-1R form is constitutively active | Potency, µM (series often up to 38.3 µM), for the others: at the top dose activity change, negative = inhibition, usual class: inhibitors | actives 1.6% (n = 410,000); also: potency is read from the fitted curve at half-maximal effect; % is scaled to controls: 0 for no effect and ±100 for the full control effect; nearly all actives have a fitted effect of over 55% in size
Target sequence (P43220 whole entry, looked up): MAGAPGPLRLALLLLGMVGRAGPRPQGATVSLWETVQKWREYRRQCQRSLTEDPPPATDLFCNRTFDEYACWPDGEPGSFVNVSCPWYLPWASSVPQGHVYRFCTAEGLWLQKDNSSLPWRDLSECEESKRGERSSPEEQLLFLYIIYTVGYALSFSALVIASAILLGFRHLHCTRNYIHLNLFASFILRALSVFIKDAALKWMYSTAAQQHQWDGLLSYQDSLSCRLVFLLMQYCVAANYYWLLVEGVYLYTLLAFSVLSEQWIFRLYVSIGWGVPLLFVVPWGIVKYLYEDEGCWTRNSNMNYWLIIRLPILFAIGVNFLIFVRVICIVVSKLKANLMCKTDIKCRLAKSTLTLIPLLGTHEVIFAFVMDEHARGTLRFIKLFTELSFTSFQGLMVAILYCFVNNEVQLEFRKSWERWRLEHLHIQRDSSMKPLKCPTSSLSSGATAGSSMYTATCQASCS
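HEK293 cells stably co-expressing constitutively active GLP-1R and a cAMP-responsive luciferase reporter were seeded in DMEM with 10% Nu serum, given compounds after 12 h, and incubated 24 h at 37 deg C. Luminescence was then read.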
MmCpn inh: Inhibitors of TCP-1 ring complex (TRiC) of Methanococcus maripaludis (MmCpn): qHTS. Chaperonin Mm-Cpn (Methanococcus maripaludis). purified Mm-Cpn ATPase, ADP Transcreener TR-FRET. Potency, µM (highest dose often 76.9 µM), for the others: at the top dose activity, negative = inhibition, actives largely listed as inhibitors. actives 0.031% (n = 330,000); also: potency is read from the fitted curve at half-maximal effect; % is scaled to controls: 0 for no effect and ±100 for the full control effect; nearly all actives have a fitted effect of over 80% in size
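ATPase read-out: TR-FRET ADP immunoassay (anti-ADP Eu cryptate vs ADP-d2), ex 320 nm, em 590/665 nm; signal drops as ADP forms. Enzyme 25 nM, ATP 10 uM, 30 min at 37°C after 10 min compound preincubation.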
PTHR1 agonist: qHTS for PTHR1 Agonists: Primary Screen; AID 743266, 2014; HEK293 GP2 PTHR1 cells, GloSensor cAMP luminescence, 1 h; Parathyroid hormone/parathyroid hormone-related peptide receptor (Homo sapiens), Q03431; actives 0.075% (n = 410,000); Potency, µM (doses to about 115 µM), inactives show at the highest dose activation, actives largely listed as activators; also: potency is read from the fitted curve at half-maximal effect; nearly all actives have a fitted effect of over 55% in size; some results filed as inactive show a strong effect at the top dose; inactives centre near -15; many of its hits are not listed in these tables
Target sequence (Q03431 whole entry, looked up): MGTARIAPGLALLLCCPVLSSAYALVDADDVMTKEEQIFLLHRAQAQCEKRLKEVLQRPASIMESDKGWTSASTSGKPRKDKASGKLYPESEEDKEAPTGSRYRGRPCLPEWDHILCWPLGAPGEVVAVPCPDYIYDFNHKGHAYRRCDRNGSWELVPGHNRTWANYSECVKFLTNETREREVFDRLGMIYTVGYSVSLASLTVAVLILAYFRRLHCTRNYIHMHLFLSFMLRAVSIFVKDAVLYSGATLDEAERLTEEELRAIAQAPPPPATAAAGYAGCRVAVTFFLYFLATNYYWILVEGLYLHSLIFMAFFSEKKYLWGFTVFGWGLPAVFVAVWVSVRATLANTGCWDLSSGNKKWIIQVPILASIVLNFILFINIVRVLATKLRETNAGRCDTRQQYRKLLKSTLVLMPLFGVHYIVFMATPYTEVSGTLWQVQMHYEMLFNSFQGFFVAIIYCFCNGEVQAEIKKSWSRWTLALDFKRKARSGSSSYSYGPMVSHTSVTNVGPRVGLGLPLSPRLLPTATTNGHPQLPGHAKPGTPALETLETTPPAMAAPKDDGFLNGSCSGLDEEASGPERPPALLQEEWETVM
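HEK-293-derived GP2 cells expressing PTHR1 and a GloSensor cAMP reporter, 3,000/well, plated overnight, given luciferin plus IBMX (each 0.5 mM as added) for 1 h at 37 °C, then compound for 1 h at 37 °C. Luminescence was read after 15 min at room temperature.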
TDP-43 yeast inh: qHTS of TDP-43 Inhibitors; TDP-43 expressing yeast growth rescue, BacTiter-Glo, 24 h; Potency, µM (top dose mostly 46.1 µM), without a hit: at the top dose growth rescue (activation), most hits filed as activators; actives 1.8% (n = 410,000); AID 652104, 2013; also: potency is read from the fitted curve at half-maximal effect; % of control where 0% means no effect; nearly all actives have a fitted effect of over 50% in size
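Yeast cells expressing TDP-43 under galactose induction are exposed to compounds for 24 hr at 30 deg C. BacTiter-Glo luminescence measures growth, so protective compounds score as activators.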
* marks the source's active call; other numbers are inactive results; i = inactive; ? = inconclusive; . = no result given; [ ] = remark or other dose. Unless noted, calls follow the shape of the dose curve; as a rule, active = well fitted curve in the direction sought with a large enough effect; inconclusive = small, poorly fitted or top-dose-only effect, or another doubt; inactive = no such curve, though single readings can be large; an effect the other way counts as inactive or inconclusive.

Below each compound: GLP1R cytotox	Akt phos inh	aSyn yeast inh	Abeta yeast res	FUS suppressor	GLP-1R inv ag	MmCpn inh	PTHR1 agonist	TDP-43 yeast inh
- O=C(CSc1nnc(-c2ccc(S(=O)(=O)N3CCCC3)cc2)o1)NCc1ccco1
→ -10%	i	-3%	-17%	?	0%	1%	-8%[57.5 µM]	-5%
- Cc1cc(NC(=O)COc2ccccc2C)no1
→ 14%	i	-2%	4%	.	0%	-2%	-28%	?
- Cc1ccc(-n2cc3c(=O)n(C)c(=O)n(C)c3c2)cc1C
→ -15%	i	5%	-17%	7%	13%	-1%	-2%[57.5 µM]	3%
- O=C(O)CC12CC3CC(C1)CC(n1cncn1)(C3)C2
→ 18%	i	0%	-12%	3%	12%	-2%	i	-2%
- COc1ccc(C2CC(=O)C3=C(C2)Nc2ncnn2C3c2ccccc2)cc1 (stereo not given)
→ -5%	i	3%	-10%	-4%	-24%	0%	-15%	-4%
- COc1ccc(NC(=O)Cn2nnc(-c3ccccc3)c2COc2ccc(C(C)=O)cc2)cn1
→ 0%	i	0%	-7%	29%	17%	.	i	9%
- CCc1noc2nc(C)n(CC(=O)O)c(=O)c12
→ 0%	.	.	-4%	-22%	22%	.	-9%	14%
- COc1ccc(OC)c(C2CC(c3c(-c4ccccc4)c4cc(Cl)ccc4[nH]c3=O)=NN2S(C)(=O)=O)c1 (stereo not given)
→ 5%	i	5%	-5%	1%	?	1%	-8%[57.5 µM]	2%
- O=C(CCS(=O)(=O)c1ccc(Cl)cc1)Nc1nnc(-c2cccs2)o1
→ -11%	i	1%	-7%	5%	14%	-1%	-7%	-24%
- COc1ccc(C(=O)N(c2ccc(C)cc2)C2C=CS(=O)(=O)C2)cc1OC (stereo not given)
→ -9%	i	1%	5%	4%	25%	0%	i	.
- C#CCOCCOCCOCCNc1nc(N2CCN(C(=O)CCCCCCCCCCNC(=O)[C@H](CCCCN)n3cc(CCO)nn3)CC2)nc(N2CCN(C(=O)CCCCCCCCCCNC(=O)[C@@H]([C@H](C)O)n3cc(C)nn3)CC2)n1
→ 2%	i	-8%	6%	?	10%	2%	10%	-1%
- CC(=O)Nc1ccc(NC(=O)c2cc([N+](=O)[O-])cc([N+](=O)[O-])c2)cc1
→ -6%	i	-12%	-22%	-11%	2%	1%	i	8%
- CCC(C)NCCOCCSc1ccc(Cl)cc1 (stereo not given)
→ -21%	i	1%	-4%	10%	-14%	-1%	i	-4%
- Cc1c(CC(=O)O)c(=O)oc2cc(OCc3ccc(F)cc3F)ccc12
→ -7%	i	?	-6%	5%	10%	-4%	i	-11%
- Cc1ccc(C(=O)OCC(=O)NCCN2C(=O)CSC2=O)cc1
→ 11%	i	2%	15%	5%	-12%	-1%	i	-4%
- CC(=O)c1cnc(Nc2ccc(C)cc2)s1
→ -4%	i	-10%	16%	10%	76%[activator]	-9%	-12%	-10%[9.22 µM]
- O=C(NCCCN1CCCC1=O)c1ccccc1NS(=O)(=O)c1ccc(F)cc1
→ 32%	i	-1%	6%	-11%	2%	2%	i	-16%
- Cc1ccc(NC(=O)COC(=O)C2CCN(c3ccc(C(F)(F)F)cn3)CC2)cc1
→ -4%	i	2%	?	30%	-15%	-3%	-1%	25µM*
- CCOC(=O)C1CCCN(C(=O)c2ccc(CNS(=O)(=O)c3ccc(C)cc3)cc2)C1 (stereo not given)
→ -7%	i	6%	2%	5%	-8%	2%	-7%	26%
- Cc1ccc(C)c(NS(=O)(=O)c2cc3c4c(c2)CC(=O)N4CCC3)c1
→ -4%	i	2%	-7%	27%	17%	?	-18%	4%
- CCOC(=O)N1CCN(Cc2nc3cc(NC(=O)C(C)C)ccc3n2C(C)C)CC1
→ -26%	.	.	-12%	-16%	?	.	?	-25%
- Cc1nnc2c(N3CCN(C(=O)c4ccco4)CC3)nc3ccccc3n12
→ -1%	i	-1%	-3%	-9%	5%	1%	-6%	?
- COC(=O)COc1ccc2oc(-c3ccc(OC)cc3)cc(=O)c2c1
→ 0%	.	.	-12%	-14%	17%	.	1%	19%
- Cc1cc(NC(=O)CSc2cn(CC(=O)N(C(C)C)C(C)C)c3ccccc23)no1
→ -12%	i	-1%	6%	14%	?	0%	-6%	-1%
- Cc1cc(C(=O)CN2C(=O)C(=O)N(CC(C)C)C2=O)c(C)n1-c1ccccc1F
→ -1%	i	4%	7%	21%	-18%	2%	-25%	-15%
- CC1(C)CN(CCc2ccccc2)C(=O)[C@H]1CC(=O)Nc1ccc(Br)cc1
→ 4%	i	-3%	-7%	-20%	-7%	.	-8%	4%
- O=C(NNC(=O)c1c(F)cccc1F)c1ccccc1-n1cccc1
→ 17%	i	0%	10%	5%	9%	1%	i	-14%[0.397 µM]
- CSc1ccc(OC2(C)CCN(Cc3ccc4c(c3)OCCO4)C2)cc1 (stereo not given)
→ 6%	i	0%	-6%	-8%	-46%	.	i	7%
- COC(=O)/C(C#N)=C/c1ccc(C)o1
→ -7%	i	-5%	-2%	3%	0%	-3%	i	14%[9.22 µM]
- Cc1ccc2c(c1)N(C(=O)N1CCC(C(=O)NCc3ccccc3F)CC1)CC(C)O2 (stereo not given)
→ -28%	.	.	?	2%	6%	.	-6%	22%

Quoted from the entries so far, 2 compounds:
Below each compound: GLP1R cytotox	Akt phos inh	aSyn yeast inh	Abeta yeast res	FUS suppressor	GLP-1R inv ag	MmCpn inh	PTHR1 agonist	TDP-43 yeast inh
- COC(=O)/C(C#N)=C/c1ccc(C)o1
→ -7%	i	-5%	-2%	3%	0%	-3%	i	14%[9.22 µM]
- Cc1ccc2c(c1)N(C(=O)N1CCC(C(=O)NCc3ccccc3F)CC1)CC(C)O2 (stereo not given)
→ -28%	.	.	?	2%	6%	.	-6%	22%

New compounds follow:
Below each compound: GLP1R cytotox	Akt phos inh	aSyn yeast inh	Abeta yeast res	FUS suppressor	GLP-1R inv ag	MmCpn inh	PTHR1 agonist	TDP-43 yeast inh
- COc1ccc(Cn2c(=O)[nH]c3cc(C(=O)Nc4ccc(N5CCN(C)CC5)cc4)ccc32)cc1
→ 8%	i	0%	-9%	.	?	-2%	-5%	-12%
- COc1ccc(OC)c(NC(=S)N(CCc2c(C)[nH]c3ccc(C)cc23)Cc2cccs2)c1
→ 6%	i	10%	6%	32%	11µM*	-25%	-3%	?
- O=C(Nc1ccccc1F)Nc1cccc2ccc(O)cc12
→ 7%	i	0%	15%	24%	?	-3%	-14%	13%
- CCOc1ccccc1C=C1SC(=S)NC1=O
→ ?	i	2%	15%	-15%	?	.	-23%	16%
- COCc1cc(C)nc2sc(C(=O)Nc3ccc(C(=O)OC)cc3)c(N)c12
→ -9%	i	1%	-3%	-16%	4%	-1%	-20%	23%
- COc1ccccc1N1CCN(C(=O)CN(c2ccccc2OC)S(=O)(=O)c2ccccc2)CC1
→ 7%	i	11%	?	?	-1%	-1%	6%[57.5 µM]	-2%
- Cc1ccc(NC(=O)C2C3CCCC2C3c2ccccc2)c(C)c1 (stereo not given)
→ 1%	i	-1%	-7%	.	-5%	2%	-17%	-15%
- COc1ccc(-n2ccn(Cc3ccccc3Cl)c(=O)c2=O)cc1OC
→ 3%	.	.	21%	-6%	4%	.	i	9%
- O=C(CSc1nnc(-c2ccc(F)cc2)o1)NC1CCCCC1
→ -3%	i	12%	7%	-22%	-3%	4%	-1%	25%
- CC12C=CC(=O)C=C1CCC1C3CCC(O)(C(=O)CO)C3(C)CC(O)C12F (stereo not given)
→ 8%	i	5%	6%	.	-31%	.	i	8%
- O=C(CCN1CCN(Cc2ccccc2)CC1)Nc1cccc(Cl)c1
→ -22%	i	0%	-6%	20%	-7%	-1%	-7%[57.5 µM]	5%
- Cc1cc(S(=O)(=O)Nc2c(NC3CCCCC3)c3ccccc3oc2=O)ccc1F
→ -11%	i	7%	.	-22%	-6%	2%	-1%	6%
- CN(CCN1CCOCC1)Cc1nc(-c2ccccc2)no1
→ 3%	i	-14%	3%	-8%	2%	0%	i	11%
- CCN1CCN(C(=O)Cn2c(-c3cccs3)cc3cc(Cl)ccc32)CC1
→ -3%	.	.	10%	-7%	?	.	-21%	6%
- COc1ccc(C(C(=O)NC2CCCCC2)N(C(=O)c2snc(C(N)=O)c2N)c2ccc(OC)cc2OC)cc1 (stereo not given)
→ -16%	i	1%	-9%	42%	?	0%	i	-11%
- Cc1ccccc1CN(C)CC(=O)NC(C)CCc1ccccc1 (stereo not given)
→ 3%	i	3%	0%	-4%	?	0%	-18%	1%
- CCN(CC)C(=O)C1CCCN(C/C(C)=C/c2ccccc2)C1 (stereo not given)
→ 18%	i	-2%	1%	22%	-6%	-2%	-15%	-22%
- COc1ccc(NC(=O)NC2CCCCCCC2)cc1
→ -12%	i	4%	-13%	6%	?	3%	-71%[inhibitor]	18%
- O=C(OCc1nc2ccccc2s1)c1cccc(S(=O)(=O)N2CCOCC2)c1
→ -9%	i	1%	20%	0%	?	1%	-23%[57.5 µM]	14%

High-throughput results: PubChem BioAssay, National Center for Advancing Translational Sciences (NCATS)

A portion of the library; the hit share may differ from the screen's.
